CHRM4 PAM – CHRM4 positive allosteric modulation | 0.4% of 360,000 active | CHO-K1 hM4/Gqi5, Fluo-8 calcium fluorescence, ACh EC20; 0% = ACh EC20, 100% = maximal ACh | activation, % at 3 µM | P08173;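 active = activation above its plate's cutoff, the mean activation of sample wells plus 3 SD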; note: some results filed as inactive read as strong as hits
Target sequence (P08173 whole entry, looked up): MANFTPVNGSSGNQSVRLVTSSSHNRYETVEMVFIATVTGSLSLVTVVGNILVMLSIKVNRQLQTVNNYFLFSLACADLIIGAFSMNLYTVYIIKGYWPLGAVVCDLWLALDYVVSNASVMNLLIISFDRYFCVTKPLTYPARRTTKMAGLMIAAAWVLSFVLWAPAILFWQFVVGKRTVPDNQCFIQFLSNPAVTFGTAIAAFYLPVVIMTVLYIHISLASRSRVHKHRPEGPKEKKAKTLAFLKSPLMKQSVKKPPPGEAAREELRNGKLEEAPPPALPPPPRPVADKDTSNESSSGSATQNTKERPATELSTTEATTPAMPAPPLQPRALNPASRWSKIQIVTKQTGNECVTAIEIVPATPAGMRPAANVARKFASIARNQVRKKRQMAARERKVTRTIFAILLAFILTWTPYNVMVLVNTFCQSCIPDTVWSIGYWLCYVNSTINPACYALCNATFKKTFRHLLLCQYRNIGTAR
M5 ag – CHRM5 agonism in calcium assay. P08912. CHO-K1 hM5 cells, Fluo-8 calcium fluorescence; 0% DMSO wells, 100% maximal acetylcholine response. activation, % at 3 µM. 0.19% of 360,000 active;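 active = activation above the run's mean over test compounds plus 3 SD, cut at about 23% in these data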;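 note: signal is peak over basal fluorescence ratio across the kinetic read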
M1 PAM parental – counter-screen for M1 PAMs: effect in parental CHO-K1 cells; ATP EC20, Fluo-8 calcium fluorescence; 0% at ATP EC20, 100% at ATP max; activation, % at 3 µM; 0.02% of 360,000 active; AID 602247;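 active = activation above the run cutoff, the mean activation of all test compounds plus 3 SD, cut at about 40% in these data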;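 note: peak over basal fluorescence ratio in a 140 s read after ATP addition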
M5 antag – CHRM5 antagonism in calcium assay. P08912. CHO-hM5 cells, Fluo-8 calcium fluorescence, ACh EC80. inhibition, % at 3 µM. 0.59% of 360,000 active;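 active = inhibition above a per-plate cutoff, the mean of that plate's test compounds plus 3 SD, cut at about 27% in these data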;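 note: 0% = acetylcholine EC80 with DMSO and 100% = DMSO without agonist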
CRFR2-BP antag – CRF-BP/CRF-R2 complex antagonism; inhibition, % at 11.8 µM; 0.59% of 350,000 active; HEK293 CRF-R2/CRF-BP, CRF-induced calcium fluorescence;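 active = inhibition of the ligand-induced calcium signal above about 50% at the single tested concentration, limit read from the data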
TAAR1 ag – human TAAR1 agonism; AID 624467; activation, % at 3 µM; Q96RJ0; 0.99% of 360,000 active; CHO RD-HGA16 TAAR1, Fluo-8 calcium fluorescence; vehicle wells 0%, saturating PEA agonist 100%;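 active = activation above the mean activation of all test compounds in the run plus 3 SD, cut at about 38% in these data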
Target sequence (Q96RJ0 whole entry, looked up): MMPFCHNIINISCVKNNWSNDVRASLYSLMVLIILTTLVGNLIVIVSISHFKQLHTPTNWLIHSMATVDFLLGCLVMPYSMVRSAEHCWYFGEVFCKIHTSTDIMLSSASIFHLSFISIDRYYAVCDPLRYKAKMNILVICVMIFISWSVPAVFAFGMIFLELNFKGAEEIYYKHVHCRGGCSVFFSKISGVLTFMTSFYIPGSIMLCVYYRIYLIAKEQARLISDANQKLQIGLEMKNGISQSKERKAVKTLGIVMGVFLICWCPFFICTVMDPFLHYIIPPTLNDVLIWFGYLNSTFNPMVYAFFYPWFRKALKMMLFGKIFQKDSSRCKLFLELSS
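Test system: RD-HGA16 (CHO) cells co-expressing Gα16 and hTAAR1; dosing: one-point dosing at 3 µM (nominal); timing: 17-24 h seeding, 75 min 37 °C dye, 30 min RT; signal: kinetic Fluo-8 calcium fluorescence; read-out basis: % activation relative to PEA EC100 response; controls: DMSO and PEA EC100; replicates: n 1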
TAAR1 antag – antagonists of human TAAR1; Q96RJ0; CHO RD-HGA16 TAAR1, Fluo-8 calcium fluorescence, antagonist; inhibition, % at 3 µM; 1.5% of 360,000 active; AID 624466;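 active = inhibition above a per-plate cutoff, the mean inhibition of test compounds on that plate plus 3 SD, cut at about 49% in these data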;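 note: 0% = DMSO plus EC80 beta-PEA response and 100% = DMSO alone without agonist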
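Material: RD-HGA16 CHO cells with stable hTAAR1 and Gα16; Dosing: single nominal final test compound concentration of 3 µM; Schedule: seeding 17-24 h prior, 75-min 37 °C, 30-min RT dye loading; Detection: kinetic Fluo-8 calcium fluorescence measurement; Measure: % inhibition from peak post-agonist over basal fluorescence ratio; Benchmarks: vehicle and agonist controls.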
CRFR2-BP ag – agonists of human CRF-binding protein/CRF-R2 receptor complex. activation, % at 13.2 µM. HEK293 CRF-R2/CRF-BP, calcium dye fluorescence (FLIPR); percent of saturating CRF peptide response. 0.46% of 350,000 active;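 active = activation of at least 50%, plus an integration ratio under a set limit after plate pattern correction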;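 note: plate controls were neutral control wells without compound for no effect and CRF at EC100 for full effect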
M5 PAM – CHRM5 positive allosteric modulation. P08912. CHO-K1 hM5, Fluo-8 calcium, ACh EC20 PAM; 0% = ACh EC20, 100% = ACh EC100. activation, % at 3 µM. 0.3% of 360,000 active;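 active = activation above the run cutoff, the mean activation of all test compounds plus 3 SD, cut at about 18% in these data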
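Assay system – human M5 receptor in CHO-K1 cells · Read-out – % activation, ACh-normalized · Technique – Fluo-8 calcium fluorescence · Dosing – single-point, 3 µM nominal · Incubation – Fluo-8 loading 80 min at 37 °C plus 30 min room temperature · Repeats – singlicate, one well per test compound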
* hit, by the source's call; nt = no result given. Compounds as they come; about 4.2% have a hit in one of these screens.

Compound	CRFR2-BP antag	M5 ag	M5 PAM	TAAR1 antag	TAAR1 ag	M5 antag	CRFR2-BP ag	M1 PAM parental	CHRM4 PAM
Cc1ccc2c(c1)[C@H]1[C@H](CO2)[C@H](c2ccccc2)[C@]2(C)C(=O)Nc3cc(Cl)ccc3C(=O)N12	2	4	5	nt	nt	3	0.7	8	7
COC(=O)C1=C(C)N=c2s/c(=C/c3cccs3)c(=O)n2C1c1cccs1 (stereo unspecified)	-4	0	-2	-8	2	1	8.8	21	-1
NS(=O)(=O)c1ccc(NC(=O)c2ccc(OCC3CCCO3)cc2)cc1 (stereo unspecified)	4	4	3	-1	1	11	0.0	4	1
CCn1c(=O)n(CC(=O)NC2CCCC(C)C2C)c(=O)c2ccccc21 (stereo unspecified)	-2	-3	-2	-20	4	-1	-2.6	17	8
NS(=O)(=O)c1ccc(CCNc2cc(=O)n(Cc3ccc(F)cc3)c(=O)[nH]2)cc1	-2	-2	-5	17	2	-6	2.9	-7	-20
Cc1ccc(S(=O)(=O)/N=C(/c2ccccc2)N2CCOCC2)cc1	-4	1	-5	-6	2	-2	1.9	5	-2
O=S(=O)(c1ccc(Cl)cc1)N1CCC(N2CCOCC2)CC1	10	-1	-2	9	7	-4	0.7	2	14
Cc1nnc2n(Cc3ccccc3)c(=O)c3c4c(sc3n12)COC(C(C)C)C4 (stereo unspecified)	-11	-3	4	-10	-5	-1	2.9	13	-3
C=CCn1c(SCc2ccc(Cl)c(Cl)c2)nnc1C(CO)NC(=O)c1ccc(OC)cc1 (stereo unspecified)	-42	2	-6	8	9	1	-0.8	-10	-3
O=C(NCCc1nc2ccccc2[nH]1)/C(=C/c1ccc2c(c1)OCO2)NC(=O)c1ccccc1Cl	-48	0	-12	20	4	11	-0.2	21	-8
Nc1ccc(S(=O)(=O)N2CCc3ccccc32)cc1	27	-2	-1	9	0	7	2.2	21	-2
CCc1c(C#N)sc(C(N)=O)c1CC	14	0	6	-8	1	7	-1.9	0	1
CCCCCCC(=O)Nc1nc(C)c(-c2csc(Nc3cccc(OC)c3)n2)s1	-12	-1	6	-5	1	11	0.2	-5	0
Cc1cccc(N(C(=O)c2snc(C(N)=O)c2N)C(C(=O)NCC2CCCO2)c2ccc(N(C)C)cc2)c1C (stereo unspecified)	2	-2	4	17	4	0	0.9	9	-5
COc1ccc(N2CCN(C(=O)CSc3nnc4ncccn34)CC2)cc1	6	2	-3	10	9	-2	-1.9	22	7
COc1ccc2[nH]c3c(=O)n(CCCN4CCOCC4)cnc3c2c1	21	4	21*	-17	2	-14	-1.2	14	11
CCc1ccc(-c2cc(C(=O)N3N=C(C(F)F)CC3(O)C(F)F)c3ccccc3n2)cc1 (stereo unspecified)	-48	1	-11	4	21	6	0.2	22	-4
N#Cc1ccccc1Oc1ccc(S(=O)(=O)N2CCCCC2)cn1	3	-1	-7	-21	2	8	0.6	10	10
Cc1ccc(SCCC(=O)Nc2ccccc2C(=O)N2CCOCC2)cc1	-12	0	3	2	-1	-4	-1.4	1	9
C/C(=N/NC(=O)CNc1ccc(C)cc1)c1ccc(Br)s1	-55	7	-6	-26	7	10	-3.4	3	-1

Overlap with the part before: 3 compounds, followed by the next part.
Compound	CRFR2-BP antag	M5 ag	M5 PAM	TAAR1 antag	TAAR1 ag	M5 antag	CRFR2-BP ag	M1 PAM parental	CHRM4 PAM
N#Cc1ccccc1Oc1ccc(S(=O)(=O)N2CCCCC2)cn1	3	-1	-7	-21	2	8	0.6	10	10
Cc1ccc(SCCC(=O)Nc2ccccc2C(=O)N2CCOCC2)cc1	-12	0	3	2	-1	-4	-1.4	1	9
C/C(=N/NC(=O)CNc1ccc(C)cc1)c1ccc(Br)s1	-55	7	-6	-26	7	10	-3.4	3	-1
CCC(C)C(=O)Nc1nc(C)c(-c2csc(Nc3cc(Cl)ccc3OC)n2)s1 (stereo unspecified)	-4	-1	0	3	1	3	-1.1	12	6
CCNC(COC(=O)c1ccc([N+](=O)[O-])cc1)C1CCCCC1 (stereo unspecified)	15	-4	-8	-24	4	-2	1.7	-18	-1
O=c1/c(=C/c2ccccn2)sc2nc3ccccc3n12	-12	-2	0	2	4	8	4.5	5	2
Cc1cccc(NC(=O)CC2Nc3cccc4cccc(c34)NC2=O)c1 (stereo unspecified)	-135	2	1	18	12	5	-0.1	15	9
N#CC1=C(N)SC(N)=C(C#N)C1c1cccc(Oc2ccccc2)c1	-19	5	-4	25	30	-6	36	9	-11
COc1cccc(CN2CCNC(=O)C2CC(=O)NCc2cn3cccc(C)c3n2)c1OC (stereo unspecified)	14	-3	-4	4	6	12	-3.2	-14	15
Cc1cc(C)c(C#N)c(N2CCOCC2)n1	1	1	4	-2	16	4	-0.1	0	2
CCCCn1cc([N+](=O)[O-])nc1C	2	-1	9	-22	2	1	-1.9	-17	3
COc1ccccc1Nc1nc(C2(C)CCC(=O)O2)cs1 (stereo unspecified)	15	0	1	-20	6	-3	0.6	12	0
CN1CCN(C(=O)c2ccccc2NC(=O)C(C)(C)C)CC1	-7	2	-2	-1	11	2	1.3	18	1
CCOC(=O)c1cn(Cc2ccccc2)c(C(=O)OC(C)(C)C)c1O	-1	12	-21	68*	82*	15	62*	-19	-15
Cc1cc(NC(=O)c2ccc(N3CCCC3)c([N+](=O)[O-])c2)no1	-41	-4	7	5	1	-5	-2.6	20	15
C/C=C/c1ccc(OCCCNC)c(OC)c1	8	-3	0	-5	9	-4	0.9	17	0
CCOC(=O)c1sc(NC(=O)CSc2ncccn2)nc1C	-6	-4	-7	-5	5	-2	0.6	-7	1
Cc1ccc(S(=O)(=O)N2[C@@H](c3ccc(Cl)cc3)C(C(=O)O)=CC[C@H]2c2ccc(C(C)C)cc2)cc1	14	-3	2	47	23	8	-2.0	5	5
CCC(=O)Nc1cccc(NC(=O)c2cccc([N+](=O)[O-])c2C)c1	-8	0	-5	13	6	1	0.6	2	-2
COc1ccc(-c2noc(COc3ccccc3OC)n2)cc1OC	1	1	-3	-16	0	-3	-0.4	8	-4
Cc1cc(O)c(C(C)C)cc1N=Cc1cc([N+](=O)[O-])ccc1O	-15	2	8	-27	1	1	0.5	10	3
CC1(C(=O)NS(=O)(=O)Cc2cccc(Cl)c2)CCN1C(=O)Cc1cccs1 (stereo unspecified)	nt	1	-2	-27	2	-1	nt	8	2
CCc1ccc(CNCCSc2nnnn2C)cc1	1	-4	0	1	4	0	0.8	10	-6
CCOC(=O)C1=C(COC(=O)CNC(=O)c2cccc(C)c2)NC(=O)NC1C (stereo unspecified)	-6	-3	2	2	3	-7	0.3	16	-1
O=[N+]([O-])c1ccc(N2CCN(C(=S)Nc3ccccc3)CC2)cc1	12	5	-4	-6	3	5	4.1	11	3
OCCN(CCO)CC(O)COCCC12CC3CC(CC(C3)C1)C2 (stereo unspecified)	-19	-3	-5	-10	6	-15	-0.5	16	10
Clc1ccc(NC2(c3nnnn3C3CCCCC3)CCCCC2)cc1	-7	0	9	-7	11	0	-0.6	6	1
CC(C)c1ccc(N(CC(=O)NC2CCCCC2)C(=O)CNC(=O)c2ccco2)cc1	-26	-1	0	2	3	11	1.6	7	0
O=C(CSc1nnc(CNc2ccccc2)o1)N1CCc2ccccc21	-4	-8	-6	75*	74*	1	-1.4	14	-6
Cc1nc2sc3c(c2c(=O)n1N)CCC3	1	-3	5	5	1	5	-0.3	10	8
O=C(O)c1cc(S(=O)(=O)NC23CC4CC(CC(C4)C2)C3)ccc1Cl	-7	-1	-3	-16	0	12	-0.1	11	-2
CCN(CC(=O)NCc1cccnc1)S(=O)(=O)c1ccc(OC)cc1	-4	-2	-1	8	4	2	0.2	-20	-7
Cc1noc(C)c1C(=O)N1CCOCC1	2	-3	-1	19	-1	-4	0.4	13	3
COCCNc1nc(Nc2ccc(C#N)cc2)c2sccc2n1	nt	4	-9	10	8	7	nt	23	-6
O=C(Nc1nc2ccccc2n1Cc1ccc(Cl)cc1)c1ccco1	-31	0	-4	18	16	2	2.3	-12	-7
Cc1nn(-c2ccccc2)c2c1C(c1ccc([N+](=O)[O-])cc1)C(C#N)=C(N)O2 (stereo unspecified)	8	0	5	-8	1	3	-0.6	4	2
COc1ccc(C(C)=O)cc1COc1ccccc1[N+](=O)[O-]	1	-8	0	-9	13	8	1.8	14	5
Cc1c(NC2=C(Cl)C(=O)N(c3ccccc3Cl)C2=O)c(=O)n(-c2ccccc2)n1C	53*	-1	-4	11	0	2	1.5	12	-3
CC(=O)Nc1ccccc1NC(=O)c1ccccc1	6	-2	-1	19	5	-8	-0.4	1	9
CN(Cc1ccon1)C(=O)c1ccc2nc(Cc3cccc(Cl)c3)oc2c1	-12	3	19*	-14	2	-24	0.3	1	2
N#Cc1cc(Cl)c(NCC2CCCO2)cc1C#N (stereo unspecified)	5	0	-5	-4	1	9	-0.5	-12	1
CCN(C(=O)CSc1nnc(COc2cccc(C)c2)o1)c1nc(C)cs1	-1	-2	1	-9	0	8	0.5	-16	-1
CCCCOc1ccc(NC(=O)CSc2cccc3cccnc23)cc1	-13	-5	0	-10	0	3	-0.5	17	5

Single values from the results shown.
COc1ccc(-c2noc(COc3ccccc3OC)n2)cc1OC in CRFR2-BP antag → 1
O=c1/c(=C/c2ccccn2)sc2nc3ccccc3n12 in M5 ag → -2
C/C(=N/NC(=O)CNc1ccc(C)cc1)c1ccc(Br)s1 in CRFR2-BP ag → -3.4

Remaining list, next part
Compound	CRFR2-BP antag	M5 ag	M5 PAM	TAAR1 antag	TAAR1 ag	M5 antag	CRFR2-BP ag	M1 PAM parental	CHRM4 PAM
CC(C)(Oc1ccc(Cl)cc1)C(=O)N1CCC(C(N)=O)CC1	-25	3	4	-25	4	12	5.1	-6	6
Cn1c2ccccc2c(=O)c2c(=O)n(-c3ccc(F)cc3)c(C3CCCCC3)nc21	8	0	8	-39	7	6	0.7	18	26
COc1ccc2[nH]c(=O)c(CN(CCc3ccccc3)Cc3nnnn3CC3CCCO3)cc2c1 (stereo unspecified)	-5	2	-12	72*	84*	7	7.6	-3	-7
CCc1ccccc1NC(=O)NC(C)c1ccc2c(c1)OCO2 (stereo unspecified)	61*	-6	3	-24	0	-4	-3.0	16	0
Cc1ccccc1N=C(NO)c1cccnc1	1	0	1	-2	3	2	0.9	-14	8
C#CCOc1ccc(/C=C2/C(=O)ON=C2C)cc1Cl	-11	-5	3	-1	7	1	5.1	13	3

Bioassay records from PubChem.
